MBD2 DNA inh: inhibitors of MBD2 binding to methylated DNA, primary screen, biochemical, TR-FRET, DNA-binding domain, human; Methyl-CpG-binding domain protein 2 (Homo sapiens), Q9UBB5; MBD2 binding to methylated oligonucleotide; inhibition, % at 4.4 µM; 370,000 tested, 0.31% active; AID 686964, 2013; in the data active means inhibition above about 13%
DAX1 inh-1: DAX1 (NR0B1) inhibitors, primary screen, cell-based, HEK293, Gal4-DAX1, luciferase luminescence; Nuclear receptor subfamily 0 group B member 1 (Homo sapiens), P51843; HEK293 Gal4-DAX1 luciferase reporter; inhibition, % at 6.75 µM; 340,000 tested, 0.99% active; AID 504766, 2011;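 active means inhibition above the mean over all tested compounds plus 3 SD, cut at about 4.2% in these data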;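 further: 0% = DAX1-transfected cells with DMSO and 100% = empty-vector control cells with DMSO; inhibition shows as a rise in luminescence from relieved DAX1 repression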
NR1D1 modulator: modulators of Rev-erb alpha DNA binding, primary screen, biochemical, FITC-DNA, fluorescence polarization, uHTS | activity, % at 10 µM | 370,000 tested, 0.79% active | Nuclear receptor subfamily 1 group D member 1 (Homo sapiens), P20393 | Rev-erbα–FITC-DNA binding, 90 min;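 active means activity above about 14%, limit read from the data; passing the limit was not always enough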;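 further: 0% = DMSO wells with 35 nM protein and 100% = DMSO wells with 750 nM protein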
SMARCA2 act: SMARCA2 (BRM) function activators, primary screen, cell-based, luminescence, high throughput. MG213 cells, MMTV-luciferase reporter, dexamethasone, overnight. activation, % at 9.1 µM. 370,000 tested, 1% active; in the data active means activation above about 7.8%;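 further: 0% = vehicle wells and 100% = reference activator wells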
PLCg1 inh: PLC-gamma1 enzyme inhibitors, primary screen, biochemical, fluorescence, purified enzyme; 370,000 tested, 0.84% active; inhibition, % at 12.2 µM; fluorogenic substrate; in the data active means inhibition above about 9.5%
Target sequence (P19174 whole entry, looked up): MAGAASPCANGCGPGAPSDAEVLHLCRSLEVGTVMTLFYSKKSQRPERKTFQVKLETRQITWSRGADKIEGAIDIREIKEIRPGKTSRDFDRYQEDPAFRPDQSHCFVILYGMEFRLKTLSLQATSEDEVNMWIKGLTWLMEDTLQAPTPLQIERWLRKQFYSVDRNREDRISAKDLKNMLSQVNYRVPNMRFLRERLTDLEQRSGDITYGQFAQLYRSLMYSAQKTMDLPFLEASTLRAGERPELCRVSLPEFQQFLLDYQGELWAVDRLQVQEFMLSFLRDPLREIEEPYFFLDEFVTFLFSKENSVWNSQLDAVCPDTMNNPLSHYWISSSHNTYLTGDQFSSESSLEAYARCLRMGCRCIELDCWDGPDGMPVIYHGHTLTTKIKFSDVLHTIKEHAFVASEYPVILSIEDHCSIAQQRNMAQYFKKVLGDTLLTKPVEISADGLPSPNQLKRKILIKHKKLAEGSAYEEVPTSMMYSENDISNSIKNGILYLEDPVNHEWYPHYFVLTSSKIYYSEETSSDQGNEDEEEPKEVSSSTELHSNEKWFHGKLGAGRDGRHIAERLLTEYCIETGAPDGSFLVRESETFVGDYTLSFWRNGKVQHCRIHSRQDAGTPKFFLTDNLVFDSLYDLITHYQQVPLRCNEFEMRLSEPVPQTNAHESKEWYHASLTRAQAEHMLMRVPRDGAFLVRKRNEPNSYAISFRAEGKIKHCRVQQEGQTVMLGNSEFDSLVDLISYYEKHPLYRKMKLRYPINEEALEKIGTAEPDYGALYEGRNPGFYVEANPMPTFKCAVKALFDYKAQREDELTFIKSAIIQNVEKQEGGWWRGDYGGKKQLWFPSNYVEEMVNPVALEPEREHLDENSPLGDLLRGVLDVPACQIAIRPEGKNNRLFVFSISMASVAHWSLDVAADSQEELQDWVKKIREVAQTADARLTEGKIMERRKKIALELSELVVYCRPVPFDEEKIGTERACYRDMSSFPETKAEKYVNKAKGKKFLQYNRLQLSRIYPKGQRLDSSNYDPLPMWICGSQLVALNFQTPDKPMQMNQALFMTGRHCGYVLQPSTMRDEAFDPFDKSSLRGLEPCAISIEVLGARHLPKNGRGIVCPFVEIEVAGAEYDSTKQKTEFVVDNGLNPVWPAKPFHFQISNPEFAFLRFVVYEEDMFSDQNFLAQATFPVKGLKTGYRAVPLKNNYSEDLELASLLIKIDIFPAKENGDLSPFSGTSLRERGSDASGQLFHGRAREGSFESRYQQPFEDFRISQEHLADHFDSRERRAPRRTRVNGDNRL
hgDAF12 agonist: H. glycines DAF-12 receptor agonists, primary screen, cell-based, luminescence, HEK293, GAL4 fusion, UAS-luciferase; Nuclear hormone receptor DAF-12 (Heterodera glycines), GAL4 fusion; HEK293 GAL4-hgDAF12 UAS-luciferase reporter, agonist luminescence; normalized to butyrate control; activation, % at 6.8 µM; 370,000 tested, 1.8% active; AID 687014, 2013;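 active means activation above a cutoff set at the mean of all screened compounds plus 3 SD, cut at about 10% in these data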;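 further: 0% = DMSO wells and 100% = sodium butyrate wells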
PLC-beta3 inh: human PLC-beta3 inhibitors, primary screen, biochemical, fluorescence | inhibition, % at 12.2 µM | 1-phosphatidylinositol 4,5-bisphosphate phosphodiesterase beta-3 (Homo sapiens), Q01970 | 370,000 tested, 0.18% active | Purified PLC-beta3, fluorogenic substrate; in the data active means inhibition above about 11%;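 further: 0% = median of compound wells on plate and 100% = full blocker control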
ADAM17 inh: ADAM17 inhibitors, primary screen, biochemical, QFRET; Disintegrin and metalloproteinase domain-containing protein 17 (Homo sapiens), P78536; recombinant ADAM17, EDANS/DABCYL FRET peptide cleavage; inhibition, % at 6.95 µM; 370,000 tested, 0.83% active;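 active means inhibition above the mean of compounds lying between control limits plus 3 SD, set per campaign, cut at about 8.5% in these data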;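 further: 0% = DMSO-only wells as the low control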
ssDAF12 agonist: S. stercoralis DAF-12 nuclear receptor activators, primary screen, cell-based, luminescence, HEK293, GRIP1 co-expression, lit1-tk-luc; Nuclear hormone receptor DAF-12 (Strongyloides stercoralis); activation, % at 6.8 µM; 370,000 tested, 1% active; HEK293 ssDAF-12/GRIP1 lit1-tk-luc reporter; % of 3 µM dafachronic acid response;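 active means activation above the mean over all tested compounds plus 3 SD, cut at about 0.9% in these data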;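 further: 0% = DMSO-only wells and 100% = 3 µM delta7-dafachronic acid wells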
DAX1 inh-2: DAX1 (NR0B1) inhibitors on StAR promoter, primary screen, cell-based, luminescence, SF-1 (NR5A1), full-length DAX-1. AID 652010, 2013. HEK293T StAR-luciferase reporter, SF-1/DAX-1 repression relief. inhibition, % at 6.8 µM. 370,000 tested, 1.1% active;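 active means inhibition above the mean over all tested compounds plus 3 SD, cut at about 3.6% in these data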;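 further: 0% = DAX-1 cells with DMSO and 100% = cells lacking DAX-1 with DMSO; higher inhibition means more luminescence from relief of DAX-1 repression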
hcDAF-12 act: H. contortus DAF-12 nuclear receptor activators, primary screen, cell-based, luminescence, HEK293, lit1-tk-luc reporter | AID 652067, 2013 | HEK293 hcDAF-12 lit1-tk-luc reporter; 0% DMSO, 100% Δ7-dafachronic acid | activation, % at 6.8 µM | 370,000 tested, 1.4% active;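 active means activation above the mean of all tested compounds plus 3 SD, cut at about 5.5% in these data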;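 further: 100% = response to 3 µM Δ7-dafachronic acid high control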
* = called active by the depositor; / = not tested or not shown.

Every second line gives: hcDAF-12 act	hgDAF12 agonist	NR1D1 modulator	SMARCA2 act	DAX1 inh-1	PLCg1 inh	PLC-beta3 inh	MBD2 DNA inh	DAX1 inh-2	ADAM17 inh	ssDAF12 agonist
> N#Cc1ccccc1OCC(=O)Nc1cccc(S(=O)(=O)N2CCCC2)c1
  -1.9	-1.7	-6.1	0.6	-0.8	2.2	-6.3	4.4	-1.6	-10.0	-1.1
> CCC(c1nnnn1-c1ccc2c(c1)OCCO2)N1CCN(c2ncccn2)CC1 (stereo not given)
  -1.7	-1.6	5.0	-1.9	/	-1.1	2.2	-2.7	-1.7	0.4	-1.3
> O=C(COC(=O)Cc1ccsc1)NNC(=O)c1ccccc1
  -0.4	1.4	-2.9	-1.8	-0.3	-2.5	-6.8	-4.1	1.6	-2.6	-1.1
> Cn1c(=O)c2c(nc(-n3ccnc3)n2Cc2ccccc2)n(C)c1=O
  -1.2	-0.7	4.1	-2.8	0.4	10.2*	2.0	-1.5	0.8	3.3	-1.4
> O=CNc1cc(-c2ccccc2)cn2c(-c3ccc(F)c(Cl)c3)cnc12
  -0.6	2.4	14.0	-3.3	/	-15.6	-34.5	-2.4	1.3	0.5	1.5*
> COc1ccc(C2=Nn3c(nnc3-c3ccccc3Cl)SC2)cc1OC1CCOC1 (stereo not given)
  -1.8	-1.9	-0.9	10.7*	1.3	0.2	-0.6	-3.1	-0.1	-2.2	-0.8
> COc1ccccc1OCCCn1cc(C#N)c2ccccc21
  -0.1	0.1	0.0	3.8	0.6	-1.1	0.9	0.9	-0.5	2.7	-1.5
> CN1C(N)=NC(=O)/C1=C/c1ccc(OC(F)(F)F)cc1
  -2.1	3.2	-0.3	1.0	2.2	-2.3	-2.7	1.2	0.1	-5.3	-1.3
> O=C(COc1ccc2ccc(=O)oc2c1)N1CCN(C(=O)C2COc3ccccc3O2)CC1 (stereo not given)
  -2.7	0.2	8.1	-1.4	0.1	-10.6	-17.1	0.6	-0.9	-35.3	-1.7
> Cc1nc2cccc(C(=O)Oc3ccc([N+](=O)[O-])cc3)c2o1
  -0.8	1.1	-1.9	2.0	1.5	-22.1	-37.9	-0.2	0.4	-26.2	-1.4
> CN(C(=O)COC(=O)c1cc(S(=O)(=O)N2CCOCC2)c(Cl)cc1Cl)C1CCS(=O)(=O)C1 (stereo not given)
  -1.1	3.3	3.8	-1.7	-0.3	0.9	-0.5	0.6	0.4	-3.8	-0.8
> O=C(O)CCCNC(=O)c1cccc(C(=O)NCCCC(=O)O)n1
  -2.1	-1.2	-0.9	-0.8	-0.8	3.2	-2.7	3.1	0.7	-6.0	-1.8
> O=C(CSc1nnc(CNC(=O)C23CC4CC(CC(C4)C2)C3)n1-c1ccccc1)Nc1ccc(F)cc1
  -1.0	-1.8	-6.0	-2.8	1.1	0.9	4.4	-7.8	0.4	2.0	-1.3
> FC(F)(F)c1cc(-c2cccs2)n[nH]1
  1.1	-0.9	-2.3	-2.4	-0.5	-0.4	-0.5	-6.2	0.3	-2.7	-0.5
> COC(=O)c1cc2c(c3c4ccccc4n(S(=O)(=O)c4ccccc4)c13)C(=O)N(Cc1ccc(N(C)C)cc1)C2
  0.7	1.4	-2.8	2.1	/	-4.3	-9.8	-6.7	-1.1	3.1	-1.2

(list continues)
Every second line gives: hcDAF-12 act	hgDAF12 agonist	NR1D1 modulator	SMARCA2 act	DAX1 inh-1	PLCg1 inh	PLC-beta3 inh	MBD2 DNA inh	DAX1 inh-2	ADAM17 inh	ssDAF12 agonist
> CC1CCc2nn(CC(=O)N3CCN(C(=O)c4ccco4)CC3)cc2C1 (stereo not given)
  -1.4	2.6	0.2	-1.5	2.0	-1.5	0.6	2.2	1.8	-3.1	-1.2
> O=C(c1c(O)c2ccccc2oc1=O)C1CCC1
  -1.1	1.8	2.2	-0.6	-1.1	6.1	1.3	0.4	0.3	-1.2	-1.2
> COc1ccc(NC(=O)/C=N/O)cc1
  -1.1	-2.1	4.4	4.2	2.0	-2.5	-2.9	2.3	-0.1	-5.7	-0.9
> C[C@@H]1CN([C@H](C)CO)C(=O)c2c(c3ccccc3n2C)-c2ccccc2CO[C@@H]1CN(C)C(=O)Nc1ccc2c(c1)OCO2
  -0.4	-1.6	3.9	-2.2	-0.5	3.1	-0.2	-6.4	-1.5	13.8*	-1.4
> CNC(=O)c1ccsc1NC(=O)c1coc2ccccc2c1=O
  0.1	-0.9	-2.5	2.7	-0.2	5.0	3.9	-0.2	1.4	2.9	-2.0
> O=C(CSc1nnnn1-c1ccccc1)CC(=O)Nc1ccc(Cl)cc1
  0.9	2.5	-2.5	1.4	-1.0	-4.0	-10.2	-2.2	1.4	5.3	-0.1
> Cc1cnc(NS(=O)(=O)c2ccccc2)c(C)n1
  2.5	0.0	-4.2	-1.3	-0.5	-0.4	-5.9	3.3	-0.1	-5.2	-0.8
> O=C(Nc1cc(Cl)c(Cl)cc1Cl)c1cccnc1
  -0.4	1.5	3.4	-0.6	0.1	-0.9	-6.6	-3.5	0.0	4.8	-0.5
> COc1cccc(C(=O)NN=C2CCCC2)c1
  3.4	10.6*	-6.8	2.0	1.8	-3.0	-6.5	-4.6	4.5*	-3.0	0.6
> COc1cc(C(=O)Nc2ccc(NC(C)=O)cc2)ccc1OCc1ccccc1
  -0.5	0.9	1.8	-1.6	-0.8	3.1	-6.0	-1.3	1.2	-0.4	-1.7
> CC1(C(=O)O)CCCN(C(=O)/C=C/c2ccccc2)C1 (stereo not given)
  -1.2	1.6	2.6	2.4	/	2.1	2.7	-6.9	-0.2	-0.1	-1.1
> COc1ccc(OC)c(S(=O)(=O)N/N=C(/C)c2ccc3c(c2)OCO3)c1
  2.3	0.6	-0.6	3.0	0.0	4.0	-7.4	0.8	0.8	-1.6	-0.8
> COc1ccc(C(O)P(=O)(OC2CCCCC2)c2ccc(N(C)C)cc2)cc1OC (stereo not given)
  -0.3	1.4	-2.6	-4.1	0.1	-1.0	-1.4	1.6	-0.5	-4.0	-1.3
> Cc1ccc(C(=O)N2CCN=C2SCc2ccc([N+](=O)[O-])cc2)cc1
  -1.4	-1.0	-0.3	-4.9	-1.3	-5.4	-3.5	3.2	-0.7	3.9	-1.7
> CCC(C)n1c(C)nc2c(c1=O)c1nc3ccccc3nc1n2CCC1=CCCCC1 (stereo not given)
  -1.2	-1.5	12.9	3.9	1.1	-11.1	-14.8	-3.4	0.1	-24.4	-1.2

Next part
Every second line gives: hcDAF-12 act	hgDAF12 agonist	NR1D1 modulator	SMARCA2 act	DAX1 inh-1	PLCg1 inh	PLC-beta3 inh	MBD2 DNA inh	DAX1 inh-2	ADAM17 inh	ssDAF12 agonist
> CC(=O)c1cccc(NC(=O)C2Cc3c(-c4cccc(C(N)=O)c4)ccnc3O2)c1 (stereo not given)
  -2.3	2.4	0.4	-2.9	/	-1.4	0.7	-5.4	-2.1	-3.8	-1.1
> CSc1nnc(C)c(=O)n1COC(=O)c1ccc([N+](=O)[O-])cc1
  0.3	1.2	0.7	-0.1	2.0	1.9	-5.0	2.1	-0.4	-1.0	-0.4
> CCOc1ccccc1CN1CCN(Cc2c[nH]c3ccccc23)CC1CCO (stereo not given)
  2.5	2.1	1.4	-1.1	-1.6	0.6	-6.7	5.6	-0.5	1.5	-0.9
> COc1ccc(CNC(=O)C2CCN(S(=O)(=O)c3cc(OC)ccc3OC)CC2)cc1
  1.5	-2.0	1.5	0.5	0.9	0.0	2.0	-1.0	0.0	-3.8	-0.7
> CC(OC(=O)c1ccc2ncsc2c1)C(=O)Nc1ncc(Cl)cc1Cl (stereo not given)
  2.0	-0.3	2.8	-1.9	-0.1	-3.9	-4.7	-1.5	-1.0	-1.3	-0.8
> Cc1cc2cc(CNC(=O)c3ccc(S(=O)(=O)N4CCOCC4)cc3)ccc2[nH]1
  -0.9	-0.6	2.0	1.8	0.2	-20.6	-26.0	-8.2	0.2	2.0	-1.1
> Cc1c(Cl)cccc1NC(=O)c1ccc(-n2ccnc2)nc1
  -2.5	-2.0	3.8	-2.2	-0.3	2.1	1.3	0.7	-0.1	2.5	-1.6
> Cc1ccc(C(=O)NCC(=O)O)cc1S(=O)(=O)N1CCCCC1
  -1.2	-1.7	-5.6	-2.0	0.0	2.5	3.7	-2.8	-0.2	-2.0	-1.4
> CC1(C)C[C@H]2C3=CCC4[C@@]5(C)CC[C@H](O[C@@H]6O[C@H](C(=O)O)[C@@H](O)[C@H](O)[C@H]6O)[C@@](C)(CO)C5CC[C@@]4(C)[C@]3(C)C[C@H](O)[C@@]2(CO)[C@@H](O)[C@@H]1O (stereo not given in full)
  1.6	1.9	-2.7	1.6	-0.3	4.6	2.7	-2.9	-0.4	0.2	-1.5
> COc1cccc(C(=O)OCCN2CCCCC2)c1
  -0.8	1.1	-2.2	0.1	3.2	4.8	8.0	-2.3	0.1	-0.5	-1.3
> Cc1nn(C(C)(C)C)c(OC(=O)c2ccc3c(c2)OCO3)c1S(=O)(=O)c1ccccc1
  -1.2	0.9	-1.3	0.6	1.2	5.5	5.2	0.4	-0.7	1.4	-1.3
> O=C(Nc1cccc(-c2nc3ccccc3s2)c1)c1cc(=O)c2ccccc2o1
  -2.8	2.8	-4.0	0.5	-0.6	-6.1	-2.6	2.8	0.0	-3.3	-0.2
